AT treatment: qHTS Assay for Identifying a Potential Treatment of Ataxia-Telangiectasia; […] A-T fibroblasts, KAP-1 phosphorylation AlphaLISA; neocarzinostatin DNA damage 30 min before lysis; Potency, µM (titrated, usually from 57.5 µM), without a hit: top-dose activation, usual class: activators; actives 0.19% (n = 320,000); also: potency is read from the fitted curve at half-maximal effect; % of control where 0% means no effect; nearly all actives have a fitted effect of over 45% in size
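ATM-like activity read as KAP-1 phosphorylation via AlphaLISA donor/acceptor antibody pairs after lysis and 6 hr at 25C. Cells were ATM-null patient fibroblasts ([…], hTERT), dosed 60 min, then exposed to the DSB inducer NCS for 30 min.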
MLL CXXC-DNA inh: qHTS Fluorescence Polarization Assay for Inhibitors of MLL CXXC domain - DNA interaction. MLL-CXXC / FITC-HOXA9 DNA fluorescence polarization. Histone-lysine N-methyltransferase 2A (Homo sapiens), Q03164. actives 0.037% (n = 290,000). Potency, µM (top dose mostly 115 µM), inactives show at the highest dose activity change, negative = inhibition, actives largely listed as inhibitors. AID 2662, 2010; active = well fitted inhibition curve with a large enough effect in the polarisation, with a control signal flat, not every such curve was filed as active; inconclusive = small, poorly fitted or top-dose-only effect, or effect the other way, or a change in a side signal; inactive = no such curve, though single readings can be large or run the other way; the % refers to the polarisation; also: potency is read from the fitted curve at half-maximal effect
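Fluorescence polarization: 7 uM MLL-CXXC (stock) preincubated 5 min with compounds, then 50 nM fluorescein-HOX-A9 DNA (stock) added; 30 min ambient. Buffer 50 mM Tris-HCl pH 7.5, 50 mM NaCl, 1 mM DTT, 0.05% BSA.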
KCNH2 WT inh: qHTS for Inhibitors of KCHN2 3.1: Wildtype qHTS. Voltage-gated inwardly rectifying potassium channel KCNH2 (Homo sapiens), Q12809. U2OS, BacMam KCNH2, thallium flux FluxOr; active compounds read low. activity change, % at 1.84 µM. actives 0.37% (n = 340,000);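 active = maximum activity change below -70%; inconclusive = maximum activity change between -70% and -50%; inactive = maximum activity change above -50%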; also: % is scaled to controls: 0 for no effect and ±100 for the full control effect
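U2OS cells transduced with wild-type KCNH2 virus are loaded with FluxOr dye for 45 min, and thallium flux is measured in kinetic reads before and after stimulation buffer. Rate constants are normalized to DMSO controls.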
TSHR antagonist: Antagonists of the Thyroid Stimulating Hormone Receptor: HTS campaign; Thyrotropin receptor (Homo sapiens), P16473; TSHR-expressing cells, TSH-stimulated cAMP HTRF, 2 h; active compounds read low; activity change, negative = inhibition, % at 11.5 µM; actives 0.2% (n = 330,000); AID 504810, 2011;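 active = activity change below a set negative limit, meaning inhibition stronger than a set level, cut at about -70% in these data; inconclusive = activity change between two set negative limits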; also: % is scaled to controls: 0 for no effect and ±100 for the full control effect
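Read-out is FRET at 665 nm (cryptate excitation 337 nm) from a cryptate-tagged anti-cAMP antibody, competed by cell cAMP against cAMP-d2. Compounds are tested on freshly harvested TSHR cells challenged with 4nM TSH (EC80) for 2 hours at 37 deg C.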
GALK inh: qHTS Assay for Inhibitors of Human Galactokinase (GALK); Potency, µM (top dose mostly 57.5 µM), without a hit: at the highest dose activity change, negative = inhibition, usual class: inhibitors; Purified GALK, Kinase-Glo residual ATP luminescence; AID 1868, 2009; P51570; actives 0.007% (n = 270,000); also: potency is read from the fitted curve at half-maximal effect; % is scaled to controls: 0 for no effect and ±100 for the full control effect
Target sequence (P51570 whole entry, looked up): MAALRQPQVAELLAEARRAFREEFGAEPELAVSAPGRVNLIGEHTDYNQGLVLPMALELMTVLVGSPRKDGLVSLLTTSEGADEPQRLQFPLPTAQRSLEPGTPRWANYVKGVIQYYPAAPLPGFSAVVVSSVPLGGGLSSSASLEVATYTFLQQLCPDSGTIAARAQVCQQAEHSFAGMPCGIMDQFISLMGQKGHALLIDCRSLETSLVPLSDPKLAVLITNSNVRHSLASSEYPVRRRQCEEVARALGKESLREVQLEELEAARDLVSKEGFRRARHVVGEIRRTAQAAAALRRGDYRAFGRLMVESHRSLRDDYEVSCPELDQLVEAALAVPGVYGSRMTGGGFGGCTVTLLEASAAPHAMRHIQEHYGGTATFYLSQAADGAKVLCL
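Galactose (100 uM) and ATP (35 uM) were turned over by 5 nM GALK for 1 h at RT. Kinase-Glo Plus then converted the remaining ATP into a luminescent signal.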
Tb PFK block: qHTS Assay to Find Inhibitors of T. brucei phosphofructokinase | AID 485367, 2010 | T. brucei PFK, ADP-Glo luminescence | Potency, µM (series often up to 57.5 µM), without a hit: at the top dose activity, negative = inhibition, usual class: inhibitors | actives 0.17% (n = 330,000);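 also: potency is read from the fitted curve at half-maximal effect; 0% = uninhibited 1x PFK enzyme wells and -100% = no-enzyme wells; nearly all actives have a fitted effect of over 60% in size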
Target sequence (O15648 whole entry, looked up): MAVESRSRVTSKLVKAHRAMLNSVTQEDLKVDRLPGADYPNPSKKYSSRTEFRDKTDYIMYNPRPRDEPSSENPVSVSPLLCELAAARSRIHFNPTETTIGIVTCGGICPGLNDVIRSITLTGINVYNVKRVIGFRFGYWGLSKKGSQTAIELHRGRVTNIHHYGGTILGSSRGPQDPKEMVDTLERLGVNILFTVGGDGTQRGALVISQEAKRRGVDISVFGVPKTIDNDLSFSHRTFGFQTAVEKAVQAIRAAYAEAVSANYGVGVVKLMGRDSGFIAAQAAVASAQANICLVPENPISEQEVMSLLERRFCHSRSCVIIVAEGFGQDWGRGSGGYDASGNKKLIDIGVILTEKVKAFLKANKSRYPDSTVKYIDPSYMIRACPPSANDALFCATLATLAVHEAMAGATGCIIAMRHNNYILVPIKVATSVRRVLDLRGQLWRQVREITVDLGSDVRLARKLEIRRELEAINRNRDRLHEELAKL
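Compounds were pin-transferred as a titration series up to 57 uM into substrate buffer (0.5 mM F6P, 0.1 mM ATP, pH 8.0), then 1.25 nM PFK was added and reactions ran 45 min before ADP-Glo detection.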
TCR act: Activators of T cell receptors: qHTS campaign; AID 504894, 2011; Potency, µM (doses to about 9.22 µM), without a hit: top-dose activation of IL-2 secretion, hits mostly activators; 330,000 tested, under 10 active; primary human leukocytes, anti-CD3, IL-2 HTRF, 48 h; also: % of control where 0% means no effect
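IL-2 produced over 48 hr by a-CD3 bead-stimulated primary human leukocytes exposed to compounds was detected with a homogeneous time-resolved FRET immunoassay, 665nm acceptor signal after 320nm excitation.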
Giardia killer: Small Molecules that selectively kill Giardia lamblia: qHTS; actives 0.15% (n = 340,000); Giardia lamblia trophozoite viability; activity change, % at 7.66 µM, hits read low; AID 540267, 2011; in the data active = activity change below about -80%; inconclusive = between about -30% and that limit;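 also: parasites exposed to compound for two days anaerobically before the ATP read; % is scaled to controls: 0 for no effect and ±100 for the full control effect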
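Media and compound were dispensed first, then trophozoites at 100 cells/well; plates sat 48 hrs at 37 deg C without oxygen before ATP luminescence reagent was added and read after 15-30 min at room temperature.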
Coupling enz: qHTS Assay for Inhibitors of Fructose-1,6-bisphosphate Aldolase from Giardia Lamblia: Coupling assay counterscreen | coupling enzyme system counterscreen, AmpLite Red fluorescence | activity change, negative = inhibition, % at 58.2 µM, hits read low | actives 0.67% (n = 290,000) | AID 2472, 2010; in the data active = activity change below about -30%; also: % is scaled to controls: 0 for no effect and ±100 for the full control effect
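Counterscreen lacking aldolase: glyceraldehyde-3-phosphate coupling-enzyme reagent preincubated 10 min at RT with compound (at 57.5 uM final), then substrate/coupling system with AmpLite Red added; fluorescence read at 525/598 nm after 20 min RT.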
Chronic BCR inh: qHTS Assay to Find Inhibitors of Chronic Active B-Cell Receptor Signaling. ABC-DLBCL IkBa-CBG/CBR reporter, luminescence ratio, 4 h. Potency, µM (doses to about 46.1 µM), inactives show at the top dose ratio change, negative = lower green/red ratio, usual class: inhibitors. actives 0.05% (n = 340,000). AID 493014, 2011; active = well fitted inhibition curve with a large enough effect in the signal ratio, with a control signal flat, not every such curve was filed as active; inconclusive = small, poorly fitted or top-dose-only effect, or effect the other way, or a change in a side signal; the % refers to the signal ratio;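 also: potency is read from the fitted curve at half-maximal effect; plate controls were basal doxycycline-induced cells for no effect and cells given 10 µM MG132 for full effect; MG132 reads +100%, hits lower the ratio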
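Cell line TMD8 (human ABC DLBCL), stably expressing tet-inducible CBG68-IkBa fusion and CBR; IMDM/0.5% FBS; cpd up to 46 uM; dox induction, 4 h, 37C/5% CO2; dual luminescence; green/red ratio; MG132 control.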
* marks the source's active call; other numbers are inactive results; ? = inconclusive; . = not tested or not shown; [ ] = dose if it differs, or a comment. Unless noted, calls follow the shape of the dose curve; as a rule, active = well fitted curve in the direction sought with a large enough effect; inconclusive = small, poorly fitted or top-dose-only effect, or another doubt; inactive = no such curve, though single readings can be large; an effect the other way counts as inactive or inconclusive.

structure | KCNH2 WT inh | Tb PFK block | GALK inh | TSHR antagonist | TCR act | Chronic BCR inh | AT treatment | MLL CXXC-DNA inh | Coupling enz | Giardia killer
CC(=O)Nc1ccc(NC(=O)c2ccc(COc3ccccc3Br)o2)cc1 | -4.5 | 0.9% | . | 9.4 | -6.3% | -6.6% | 0.0% | 7.5% | 2.1 | 5.5
COc1ccc(NC(=O)c2cc(-c3cc(OC)c(OC)c(OC)c3)nc3ccccc23)cc1OC | -4.7 | -2.7% | 11.5% | 20.1 | 4.5% | 1.1% | -7.4% | -6.5% | -2.9 | 10.5
COc1ccc(CCNC(=O)c2ccc(OC)c(OC)c2)cc1OC | 23.3 | 4.8% | -4.0% | 42.4 | -4.2% | 3.0% | -6.7% | 14.0% | -1.5 | -2.5
CC1=C(C(=O)N2CCOCC2)C(c2ccsc2)C2=C(CCCC2=O)N1 (stereo not drawn) | -11.8 | 0.3% | -0.1% | 7.2 | -2.6% | ? | -0.5% | -1.6% | -11.3 | 17.5
CCOc1ccccc1NC(=O)COC(=O)c1ccccc1SCC(=O)N1CCCC1 | -3.6 | 0.0% | . | 5.3 | -4.0% | -16.4% | 7.7% | . | . | -0.1
CCOC(=O)CCN(c1ccccc1)S(=O)(=O)c1ccc(-c2ccc(=O)[nH]n2)s1 | 4.9 | 1.9% | 6.8% | 14.9 | 0.8% | 15.4% | -4.2% | -19.6% | 5.0 | -20.6
CC(C)(C)c1ccc(C(=O)Oc2ccc3c(c2)OCC3=O)cc1 | 18.7 | 2.1% | 0.0% | -7.6 | 3.5% | ? | 0.7% | 15.8% | 4.1 | 4.0
Cc1cc(C)cc(-n2c(O)c(C=NC3CCS(=O)(=O)C3)c3ccccc3c2=O)c1 (stereo not drawn) | 20.8 | 0.4% | -2.0% | 20.3 | -0.7% | 16.5% | -9.5% | 6.5% | 0.4 | 7.2
CCOC(=O)CSc1nc(C)c(C(C)=O)cc1C#N | 1.1 | 2.9% | 0.4% | 0.2 | 2.8% | 11.5% | -0.8% | -4.3% | -3.6 | 5.6
COc1ccccc1C1CC(c2cccc(NS(C)(=O)=O)c2)=NN1S(=O)(=O)c1ccccc1 (stereo not drawn) | -12.9 | -9.3% | 0.6% | 17.4 | -73.4% | ? | -10.1% | -2.7% | -0.9 | 4.0
Cc1cccc(C)c1NC(=O)CNC(=O)c1ccc(COc2ccccc2)cc1 | 11.8 | -1.7% | . | -18.2 | . | 0.4% | 3.6% | . | . | 7.3
Cc1cc(NC(C)C)n2c(nc3ccccc32)c1C#N | -5.6 | -2.1% | 0.6% | -4.0 | 8.8% | 1.8% | 2.1% | -0.1% | 4.3 | 13.5
CCOC(=O)N1CCN(Cc2nc3cc(NC(C)=O)ccc3n2CC)CC1 | -11.4 | -2.2% | 2.3% | -11.3 | -99.4% | 0.9% | 3.4% | ? | 3.9 | 1.9
CCCS(=O)(=O)N1CCC(C(=O)N2CCCC2)CC1 | 3.4 | -6.1% | -1.6% | 3.1 | 7.2% | -0.4% | 2.3% | -4.0% | 0.8 | -11.4
CCCCNc1c(-c2ccc(SC(C)CC)c(OC)c2)nc2ccc(Cl)cn12 (stereo not drawn) | -238.1* | 7.6% | . | -14.9 | -12.2% | 1.9% | 4.5% | . | . | -11.5
O=C(Cc1cc2ccccc2o1)NCc1ccc(F)cc1 | 8.8 | -14.7% | . | -33.0 | 5.2% | -15.8% | 9.6% | -14.5% | -0.3 | 3.1
Cc1ccc(C)c(NC(=S)/C(=C(\[O-])c2ccc(OC(F)F)cc2)[n+]2ccccc2)c1 | -3.1 | 1.0% | -1.0% | 5.9 | . | 0.2% | -1.5% | -8.0% | -6.5 | 11.0
CC12CCC(C(=O)N(CSC(=S)N/N=C\c3ccccc3O)C1=O)C2(C)C (stereo not drawn) | -4.6 | -1.2% | -3.4% | -37.5 | 8.7%[46.1 µM] | 0.2% | 15.0% | 36.3%[activator] | 2.7 | 5.9
CC(C)[C@H](NC(=O)c1ccccc1)C(=O)OCC(=O)N1CCN(C(=O)c2ccco2)CC1 | 7.1 | 3.4% | 1.1% | 14.0 | -0.8% | -4.1% | 1.3% | 2.1% | 0.7 | -22.0
Cc1cnc(NS(=O)(=O)c2ccccc2)c(Br)c1 | -19.4 | -1.2% | 4.6% | 0.5 | -6.3% | -0.1% | 5.2% | -3.7% | -2.2 | 1.0
O=[N+]([O-])c1ccccc1S(=O)(=O)N1CCc2ccccc2C1 | 6.7 | -0.7% | 2.0% | 6.4 | 4.6% | 12.9% | 3.4% | -11.1% | 4.5 | -3.4
Cn1nc([N+](=O)[O-])nc1Sc1nnnn1-c1ccc(C(=O)O)cc1 | 9.4 | 0.4% | -0.1% | 4.7 | . | -0.4% | 0.5% | -3.9% | -13.3 | -10.4
CN(C)CCCN(C(=O)c1ccc(Cl)s1)c1nc2cc3c(cc2s1)OCO3 | 23.5 | 2.4% | 9.3% | 4.0 | -1.1% | -8.0% | 3.2% | ? | -4.3 | -1.6
COc1ccc2c(c1)c1ncn(CCc3ccccc3)c(=O)c1n2C | -3.5 | 0.2% | -0.9% | -13.4 | 1.1% | ? | 4.5% | -0.8% | -3.1 | -15.7
Cc1[nH]c2ccccc2c1C(C[N+](=O)[O-])c1cccc(O)c1 (stereo not drawn) | 3.9 | -6.2% | -11.8% | 18.5 | -1.1% | -10.1% | 4.2% | 5.6% | -2.4 | -3.4
C=CC[C@H](CC(=O)N(CCO)Cc1ccccc1)C(=O)N[C@H](C)COC(=O)[C@@H](CC=C)Cc1ccc(F)cc1 | . | -8.1% | . | -5.0 | 8.2% | ? | -11.1% | . | . | -1.9
CCOc1ccc(/C=C/C(=O)Nc2cccc(C(C)=O)c2)cc1 | -1.4 | -5.9% | 0.4% | -12.6 | 4.7%[46.1 µM] | -1.1% | -0.1% | 5.2% | -3.6 | -14.5
O=C(c1sc2ccccc2c1Cl)N1CCN(c2ccccc2F)CC1 | -8.9 | -5.8% | 0.1% | 2.1 | -5.5%[46.1 µM] | 20.4% | 2.3% | 5.0% | 4.3 | -8.3
COC(=O)C(Cc1ccc(O)cc1)NC(=O)CCNC(=O)c1ccco1 (stereo not drawn) | -3.2 | -1.3% | -2.2% | 1.2 | 3.9% | ? | -2.6% | 0.4% | -0.4 | -29.5
O=c1[nH][nH]c(C(F)(F)F)c1C=NCc1cccs1 | 0.7 | -5.7% | 6.7% | 6.2 | -4.2% | 2.6% | 1.8% | 21.3% | 2.4 | -3.2
CC(=O)Nc1ccc(NC(=O)C(C)N2CCN(S(=O)(=O)c3ccc(C)cc3)CC2)cc1 (stereo not drawn) | 5.9 | -1.6% | 11.3% | -1.2 | -7.7% | 4.8% | 1.1% | -4.1% | 5.4 | -0.6
Cc1ccc(C(=O)N2CCN=C2SCc2ccc([N+](=O)[O-])cc2)cc1 | 15.5 | 0.0% | 1.5% | -12.1 | -2.0%[46.1 µM] | ? | 1.0% | 10.0% | 2.8 | 7.2
CC1CN(c2nc3ccccn3c(=O)c2/C=C(\C#N)S(=O)(=O)c2ccccc2)CC(C)O1 (stereo not drawn) | -0.6 | -13.3% | 0.4% | -4.6 | 4.5% | 16.8% | -4.6% | -5.0% | 5.0 | -1.8
CCc1ccc(NC(=O)CC2C(=O)NCCN2C(=O)c2ccc(F)cc2)cc1 (stereo not drawn) | 23.8 | -19.8% | 7.4% | 11.2 | -8.9% | -0.9% | -98.2%[inhibitor] | -9.9% | . | 28.6
CCNC(=S)/N=C(\N)Nc1nc(C)c2cc(C)ccc2n1 | -5.4 | 16.3% | -1.5% | 1.6 | 9.5% | ? | -6.0% | 15.0% | -9.3 | 0.9
Cc1ccc(C(=O)Nc2ccccn2)cc1S(=O)(=O)N1CCOCC1 | 7.7 | -0.7% | . | 3.9 | -0.5% | 10.2% | 0.9% | . | . | 19.1
O=C(CCCNS(=O)(=O)c1ccc(F)cc1)Nc1ccc(F)cc1 | -8.1 | -0.2% | -1.7% | -35.5 | 3.5% | -11.5% | 11.8% | -3.2% | -0.6 | -18.9

Assay outcomes as filed in PubChem BioAssay.
